# CHOP inhibitor: blocks CHOP induction under ER stress; inhibition, % at 10 µM; hit rate 3.8% among 220,000; CHO-K1 CHOP-promoter luciferase, tunicamycin-induced, 15-18 h; AID 2732;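 active = compounds that reduced the stress-induced luciferase reporter signal by more than about 70% of percent inhibition, limit read from the data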;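 also: 0% = tunicamycin plus vehicle and 100% = wells without tunicamycin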
# S1P4 antagonist: antagonists of human S1P4 receptor; O95977; S1P4-expressing cells, antagonist mode, reporter read-out; inhibition, % at 4.98 µM; hit rate 0.26% among 220,000; AID 1510; in the data active = inhibition above about 29%;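 also: 0% = wells stimulated with agonist and 100% = vehicle wells without agonist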
# Target sequence (O95977 whole entry, looked up): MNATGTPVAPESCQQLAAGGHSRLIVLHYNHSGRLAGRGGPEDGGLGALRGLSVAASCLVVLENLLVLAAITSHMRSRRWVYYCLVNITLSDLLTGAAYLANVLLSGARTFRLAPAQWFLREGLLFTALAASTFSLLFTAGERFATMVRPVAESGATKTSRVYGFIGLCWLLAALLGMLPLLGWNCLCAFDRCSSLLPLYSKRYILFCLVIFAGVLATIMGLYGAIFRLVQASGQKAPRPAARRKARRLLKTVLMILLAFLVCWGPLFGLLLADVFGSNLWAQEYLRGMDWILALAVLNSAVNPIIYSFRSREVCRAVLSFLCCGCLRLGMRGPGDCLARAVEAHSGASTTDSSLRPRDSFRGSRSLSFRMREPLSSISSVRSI
# NPY-Y1 antag: antagonists of human neuropeptide Y receptor Y1; inhibition, % at 3.6 µM; hit rate 1% among 200,000; HEK293-CNG Y1 cells, membrane potential fluorescence; NPY at EC95, then isoproterenol;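 active = inhibition above the campaign mean inhibition of all tested compounds plus 3 SD, cut at about 20% in these data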;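 also: 0% = DMSO wells given NPY plus isoproterenol and 100% = isoproterenol alone without NPY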
#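 Assay system: HEK293 Y1/CNG channel cell line; Doses: single compound dose of 3.6 µM, 0.4% DMSO; Timing: dye 3 h, compound 60 min room temperature, stimulation 45 min; Technique: Membrane-potential fluorescent dye readout; Measure: % inhibition of NPY effect.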
# S1P4 agonist: agonists of human S1P4 receptor | O95977 | S1P4-expressing cell line, agonist reporter assay | hit rate 0.35% among 220,000 | activation, % at 4.98 µM; in the data active = activation above about 11%;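 also: 0% = DMSO vehicle and 100% = reference agonist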
# BaF3 parental: counter-screen for JAK2V617F inhibitors: parental Ba/F3 viability inhibitors | CellTiter-Glo ATP luminescence | inhibition, % at 5.6 µM | hit rate 1.1% among 220,000;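 active = inhibition above a per-campaign cutoff, the mean inhibition of all tested compounds plus 3 SD, cut at about 27% in these data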;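 also: 0% = DMSO wells and 100% = JAK Inhibitor I control wells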
# Ba/F3 V617F tox: loss of viability in JAK2V617F-driven Ba/F3 cells | Ba/F3 EpoR-JAK2V617F viability, ATP luminescence | inhibition, % at 5.6 µM | hit rate 1.1% among 220,000 | AID 1446;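 active = inhibition above the campaign mean plus 3 SD over all tested compounds, cut at about 24% in these data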;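 also: cytokine-independent growth of Ba/F3 cells driven by EpoR plus mutant JAK2; 0% = DMSO-treated cells and 100% = JAK inhibitor I control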
# NPY-Y2 PAM-ag: human NPY-Y2 potentiation or agonism, primary screen | cells expressing NPY-Y2, potentiator/agonist read-out | activation, % at 3.6 µM | hit rate 0.45% among 220,000 | P49146; in the data active = activation above about 27%;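 also: cells stimulated with NPY near EC25 plus isoproterenol at EC100; 0% = vehicle plus submaximal agonist and 100% = vehicle plus saturating agonist; some results beyond the cut were filed as inactive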
# Target sequence (P49146 whole entry, looked up): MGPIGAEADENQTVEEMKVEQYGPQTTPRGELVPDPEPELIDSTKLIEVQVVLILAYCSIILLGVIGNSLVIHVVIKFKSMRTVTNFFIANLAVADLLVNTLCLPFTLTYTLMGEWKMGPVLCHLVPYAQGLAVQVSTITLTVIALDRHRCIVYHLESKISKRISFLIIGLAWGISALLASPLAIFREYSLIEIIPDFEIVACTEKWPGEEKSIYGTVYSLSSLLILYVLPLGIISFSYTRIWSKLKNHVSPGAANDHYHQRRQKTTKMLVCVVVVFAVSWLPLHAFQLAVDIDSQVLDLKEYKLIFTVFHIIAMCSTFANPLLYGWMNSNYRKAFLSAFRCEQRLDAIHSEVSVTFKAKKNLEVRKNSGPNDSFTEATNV
# NCF1 inh: blocks human p47phox regulatory protein of NADPH oxidases; P14598; p47phox/p22phox peptide binding, fluorescence polarization, 2 h; inhibition, % at 24.7 µM; hit rate 0.53% among 220,000;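 active = inhibition above about 30%, limit read from the data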;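 also: 0% = p47phox with labelled peptide and 100% = labelled peptide alone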
# NPY1 pot ag: potentiates or activates human NPY-Y1 receptor; P25929; NPY-Y1 expressing cells, potentiator/agonist activation; activation, % at 3.6 µM; hit rate 0.37% among 220,000; in the data active = activation above about 33%, passing the limit was not always enough;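 also: cells stimulated with NPY at EC10 then isoproterenol at EC100; 0% = low agonist plus stimulus and 100% = saturating agonist plus stimulus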
# * marks the source's active call; other numbers are inactive results; x = no result given.
SMILES,CHOP inhibitor,S1P4 antagonist,NPY-Y1 antag,S1P4 agonist,BaF3 parental,Ba/F3 V617F tox,NPY-Y2 PAM-ag,NCF1 inh,NPY1 pot ag
c1ccc2c(c1)Nc1ccccc1S2,10,-2,-5,0.4,5,1,3,17,-8
Cc1cc(C)nc(NC2=NCCS2)n1,19,-5,7,1.7,-2,-4,-3,-11,-20
Cc1nc(CCl)cc(=O)[nH]1,-8,-21,-2,1.4,5,2,2,4,-12
Fc1cccc(C2NCCc3[nH]cnc32)c1 (configuration not stated),28,-7,0,2.0,4,2,5,-12,9
Clc1ccc2c(c1)C(c1ccccc1Cl)=NCc1nnc(N3CCN(CCOc4ccccc4)CC3)n1-2,88*,-4,4,0.3,2,-1,-14,-3,-42
O=C1NC(=O)N(c2ccc(F)cc2)C(=O)/C1=C/c1ccc2c(c1)CCCN2Cc1ccccc1,-7,10,2,1.2,-2,-1,-3,-267,-2
Cc1ccc(C(=O)C2(C)N(O)C(C)C(c3cccs3)=[N+]2[O-])cc1 (configuration not stated),7,-3,-7,2.4,-3,0,3,-9,18
CN1CCN(c2c[nH]c(=O)[nH]c2=O)CC1,21,-5,-4,0.8,2,-1,-13,-7,5
O=C1NC(=O)C(=Cc2csc3ccccc23)C(=O)N1,5,0,x,9.7,1,6,-12,-24,-7
CCN(CC)c1ccc(N=Cc2c(O)n(-c3ccccc3C)c(=O)[nH]c2=O)cc1,3,-35,5,2.1,2,-1,8,-29,-7
CN1CCc2nc(N)c(C#N)c(-c3ccccc3)c2C1,-1,-21,2,-0.9,4,-1,-11,-13,7
CCN(N=Nc1nonc1OC)c1nonc1OC,-4,-4,9,1.6,4,-6,-7,0,-15
CCOC(=O)C(O)(c1ccc(N(C)C(=O)c2ccc(Cl)c(Cl)c2)cc1)C(F)(F)F (configuration not stated),37,-20,2,-0.1,8,-1,0,-4,-7
Cc1cc(Cl)ccc1OCCCC(=O)NCc1cccs1,24,-11,9,-1.1,6,1,2,-1,-26
OCC[n+]1c2ccccc2nc2ccc(N3CCOCC3)cc21,-5,-5,x,0.2,31*,19,3,155*,15
COc1cc(-n2c(=S)[nH]c3ccc(C)cc3c2=O)c(Cl)cc1Cl,33,9,4,-0.5,6,-2,8,-12,-3
C=CCC1(CN2CCCC2=O)C(=O)NC(=O)NC1=O,9,-12,4,1.8,6,2,15,-9,0
CCOC(=O)CC1=C(C(=O)OCC)C2(C(=O)N1)C(C(=O)OC)=C(N)Oc1ccccc12 (configuration not stated),21,2,1,1.7,-2,-5,-4,-14,-28
O=C(Cc1cccs1)N1CCC2(CC1)OCCO2,-48,-23,2,-1.6,-1,-4,2,-8,-1
N#CC1=C(N)Oc2c(c(=O)oc3ccccc23)C1c1ccccc1OC(=O)c1cccs1 (configuration not stated),-18,-10,-4,1.1,3,3,-2,-46,-11

# Fetched one by one from the entries so far (five):
SMILES,CHOP inhibitor,S1P4 antagonist,NPY-Y1 antag,S1P4 agonist,BaF3 parental,Ba/F3 V617F tox,NPY-Y2 PAM-ag,NCF1 inh,NPY1 pot ag
Fc1cccc(C2NCCc3[nH]cnc32)c1 (configuration not stated),28,-7,0,2.0,4,2,5,-12,9
Cc1cc(Cl)ccc1OCCCC(=O)NCc1cccs1,24,-11,9,-1.1,6,1,2,-1,-26
CCN(N=Nc1nonc1OC)c1nonc1OC,-4,-4,9,1.6,4,-6,-7,0,-15
CCOC(=O)CC1=C(C(=O)OCC)C2(C(=O)N1)C(C(=O)OC)=C(N)Oc1ccccc12 (configuration not stated),21,2,1,1.7,-2,-5,-4,-14,-28
COc1cc(-n2c(=S)[nH]c3ccc(C)cc3c2=O)c(Cl)cc1Cl,33,9,4,-0.5,6,-2,8,-12,-3

# Next section.
SMILES,CHOP inhibitor,S1P4 antagonist,NPY-Y1 antag,S1P4 agonist,BaF3 parental,Ba/F3 V617F tox,NPY-Y2 PAM-ag,NCF1 inh,NPY1 pot ag
CNC(=O)OCCc1n(C)cc[n+]1C,19,-35,5,1.6,6,-2,0,-4,-5
O=[N+]([O-])c1ccc(C2[C@H]3C(c4ccccc4)=NC4(CCCCC4)N23)cc1 (some centres not stated),10,-17,0,2.0,6,1,-4,-24,-16
O=[N+]([O-])c1ccc(C2C3C(c4ccccc4)=NC4(CCCC4)N32)cc1 (configuration not stated),38,-3,10,0.1,4,1,-6,0,-10
O=C(NC1CN2CCC1CC2)c1ccc(-c2ccc([N+](=O)[O-])cc2)o1 (configuration not stated),-25,-5,1,-0.6,-2,-4,7,5,5
O=C(c1ccc(-c2ccccc2)cc1)C1CCCN(Cc2ccn[nH]2)C1 (configuration not stated),15,-14,6,0.3,9,4,-5,-8,-21
CN(C)C(=O)Oc1ccc(Cl)c2cccnc12,-8,10,8,0.5,2,-3,8,6,7
Cc1ccsc1-c1nc(CSCC(=O)N2CCC3(CC2)OCCO3)c(C)o1,43,6,-2,-2.1,8,-1,-2,-14,6
Cc1c(C=O)c2ccccc2n1Cc1ccccc1F,43,-5,4,1.6,0,-1,-4,x,5
CC12CC[C@H]3[C@@H](CCC4(O)C[C@H](O)CCC34/C=N/NC(=O)c3ccccc3Cl)C1(O)CCC2C1=CC(=O)OC1 (some centres not stated),8,-1,x,0.8,-2,-1,-38,-1,-13
Cc1cc(S(=O)(=O)NCC(C)C)ccc1OCC(=O)N1CCN(Cc2ccccc2)CC1,12,0,1,0.5,8,3,1,-7,14
COc1ccc(CN2C(=O)CC(=O)NC2=O)cc1,25,5,-3,-1.2,-2,-3,14,-1,19
Cc1cc(C=O)c(C)n1CC1CCCO1 (configuration not stated),-14,2,-2,0.4,1,1,-9,-5,-2
COC(=O)C1C2c3ccccc3OC1(C)N=c1s/c(=C/c3cn(C)nc3C)c(=O)n12 (configuration not stated),2,-4,-8,0.1,1,-3,9,-5,10
CN(C)C(=O)On1c(-c2ccccc2)nc2ccc(Cl)cc21,-45,1,3,-3.1,2,0,12,8,4
O=C(C1CC(=O)N(C2CCCCCCC2)C1)N1CCC2(CC1)OCCO2 (configuration not stated),0,4,2,-0.9,10,8,-10,35*,-3
Clc1ccc(C2N3CCCN23)c(Cl)c1 (configuration not stated),-16,-12,-5,0.8,10,5,0,7,6
O=C(CF)NC(NC(=S)Nc1ccccc1O)C(Cl)(Cl)Cl (configuration not stated),-5,17,4,0.0,3,-2,-11,-11,1
O=C(Nc1ccc(OC(=O)N2CCCC2)cc1)N1CCOCC1,30,-10,2,0.6,4,0,-6,-13,7
CC1CN=C(NCc2ccc(F)cc2)S1 (configuration not stated),0,6,-3,0.5,2,-4,-6,-2,26
C=CCn1c(O)c(C(C)=NC(C)c2ccccc2)c(=O)[nH]c1=O (configuration not stated),-13,-12,x,1.7,1,6,-14,-8,-16
Cc1cc(C)nc(NS(=O)(=O)c2ccc(N=Cc3c(O)n(C)c(=O)n(C)c3=O)cc2)n1,9,2,4,1.2,4,1,3,-11,-4
O=C1NC(=O)N(Cc2ccco2)C(=O)/C1=C/c1ccc(-c2cccc([N+](=O)[O-])c2)o1,98*,8,0,-0.3,10,2,4,-23,-8
COc1ccc(-c2nc3ccccc3c(=O)o2)cc1,-33,-1,2,-0.5,11,2,-7,-3,-15
CCCn1c(C)cc(C=O)c1C,-9,14,4,1.4,7,-3,8,-4,10
Cc1cccc(C(O)(C(=O)NNC(=O)CN2CCN(C)CC2)c2cccc(C)c2)c1,-12,-17,-6,-0.5,6,3,0,-7,-3
C=CCn1c(O)c(C(C)=Nc2cccc(C(=O)O)c2)c(=O)[nH]c1=O,-4,-15,x,2.2,-2,3,-19,-2,6
CC(C)CN(CC(C)C)C(=O)C1C2c3ccccc3C(c3ccccc32)C1C(=O)O (configuration not stated),5,-11,6,-1.1,6,-2,1,-10,4
CCN1CCN(C(=O)Cc2coc3cc(C)cc(C)c23)CC1,-17,-4,2,-1.9,2,-3,-5,1,-13
C[n+]1c(-c2ccccc2)cc(-c2ccc(Cl)cc2)cc1-c1ccccc1,-1,-9,0,1.5,30*,46*,2,5,-16
COc1ccccc1Sc1ccccc1CC(C)N (configuration not stated),30,-2,14,0.1,2,-2,5,-14,4
CN1Cc2cccnc2N(C)Cc2cc(Cl)ccc21,19,-7,1,0.2,0,-1,-11,-2,-21
CN1OC[C@@H]2COc3ccc4ccccc4c3[C@@H]21,3,1,7,-1.8,6,2,0,3,-6
COc1ccc(NP(=O)(Oc2ccccc2OC)Oc2ccccc2OC)cc1,11,-4,0,0.0,1,-2,-2,1,11
O=c1c2ccccc2[nH]c(=S)n1-c1ccc(Br)cc1,31,8,-5,-0.3,-2,-3,32*,-8,19
CCn1cc(C(=O)N2CCC3(CC2)OCCO3)c(=O)c2cc(S(=O)(=O)N3CCCC3)ccc21,36,-13,11,-1.6,3,-4,-14,-5,-8
COC(=O)c1ccccc1OP1(=O)COc2ccccc2OC1,7,3,7,0.4,1,-5,8,0,15
O=C(Nc1ccc(Cl)cc1C(=O)c1ccccc1)c1ccccc1,53,8,8,1.3,0,-2,3,6,-26
COc1ccccc1N1C(=O)NC(=O)/C(=C\c2cnn(-c3ccccc3)c2)C1=O,50,-9,2,-1.6,4,4,-18,-5,0
CNS(=O)(=O)c1ccc(N=Cc2c(O)n(-c3cccc(C)c3)c(=O)[nH]c2=O)cc1,16,-5,-1,0.6,2,-4,-5,12,-4
C[N+](C)(C)Cc1ccccc1,16,-15,2,0.2,9,-2,10,0,0
O=c1[nH]c(=O)n(CCc2ccccc2)c(O)c1/C=N/N1CCOCC1,-18,-2,x,1.4,-1,-3,5,-18,-7
O=C(Nc1ccccc1F)OC1CN2CCC1CC2 (configuration not stated),0,-6,x,1.2,2,-4,-5,-6,-1
CCOC(=O)[C@@]12C(=O)C(=O)N[C@]1(c1ccccc1)C1OCCCC12 (some centres not stated),21,-25,1,0.6,5,4,13,7,-4
Nc1ccc(Cl)cc1C(=O)c1ccccc1Cl,9,-2,1,2.8,4,-3,-3,-15,5
COc1ccc(CCNC(=O)c2c(N)n(CCN3CCOCC3)c3nc4ccccc4nc23)cc1OC,65,-6,-9,1.4,1,-2,4,-6,9
CC/C(=N\NC(=O)c1ccccc1O)c1c(O)n(Cc2ccccc2)c(=O)[nH]c1=O,-29,6,x,-0.6,-3,0,3,-44,7
O=C(Nc1ccc(Cl)cc1C(=O)c1ccccc1Cl)c1ccco1,23,-16,7,0.5,4,-2,3,-8,20
CCOP(=O)(C#CC(C)(C)C)C(C)(O)c1ccccc1 (configuration not stated),14,9,-5,-1.1,1,-2,14,-5,-11
Cn1c(O)c(C=NCCN2CCN(C(=O)Nc3ccccc3)CC2)c(=O)n(C)c1=O,3,-7,x,0.2,-1,0,3,3,21
CS(=O)(=O)N1CCN(C(=N)N[N+](=O)[O-])CC1,7,-11,1,1.1,5,0,-1,-5,13
Cc1cc(NC(=O)C(Cl)(Cl)Cl)no1,-7,-4,x,-1.9,2,-3,7,-7,9
NC(=O)CN1C2CCC1CC(NC(=O)C1CC1)C2 (configuration not stated),16,-13,-6,-0.8,-2,-3,-2,-3,2
C=CCn1c(O)c(C(C)=NCCO)c(=O)[nH]c1=O,12,-8,-1,-1.9,-1,2,0,-10,3
Cn1cc(CCC(=O)N2CCC3(CC2)OCCO3)c2ccccc21,12,6,3,0.8,5,-2,2,-10,-6
CN1/C(=C\C=C2C(=O)NC(=O)NC2=O)C(C)(C)c2ccccc21,16,1,4,0.2,6,5,5,-8,8

# Source: PubChem BioAssay

# Not all compounds are listed; count on the stated rates, not on these rows.
